# All columns: NCI-60 one-dose screen, growth in % after 48 h at 10 µM unless noted; 100 = growth as untreated, 0 = no growth, -100 = all killed.
# OVCAR-8: OVCAR-8 ovarian cancer. actives 4.4% (n = 81,000). AID 1794782
# SNB-19: SNB-19 CNS cancer cells. AID 1794751. actives 2.5% (n = 81,000)
# U251: U251 CNS tumor cells; actives 5.4% (n = 80,000); AID 1794753
# PC-3: PC-3 prostate cancer cells; actives 3.9% (n = 80,000); AID 1794754
# DU-145: DU-145 prostate cancer. actives 4.2% (n = 81,000)
# SF-268: SF-268 CNS cancer cells | actives 3.1% (n = 82,000)
# SF-295: SF-295 CNS cancer cells | actives 5.6% (n = 79,000)
# SF-539: SF-539 CNS cancer | actives 6.8% (n = 81,000)
# * = called active by the depositor; · = no result given; [ ] = another dose, or the depositor's remark. Rule for the calls: active = growth percent below 10; inactive = the rest. Compounds as they come; any-hit rate near 9.2%.
entry	smiles	OVCAR-8	SNB-19	U251	PC-3
1	C=C(C)COc1ccc2c(c1)OCO2	103.8	99.5	101.1	100.0
2	CC1C(=O)OC2C1CCC1(C)C3(C)C(=O)C=CC213 (stereo unspecified)	105.7	94.6	·	100.8
3	CC(=O)N1C/C(=C/c2ccc(Cl)cc2)C(=O)/C(=C/c2ccc(Cl)cc2)C1	5.0*	15.0	-76.8*	-42.4*
4	CCCCCCCCCCCCCCCCC(=O)O	103.2	104.6	98.0	103.9
5	O=C(O)c1ccc(-n2cc(CNc3cccc(Br)c3)c(-c3ccc(F)cc3)n2)cc1	84.1	95.2	79.9	88.7
6	Fc1cc(-c2nnc3sc(-c4ccc(Cl)cc4Cl)nn23)c(Cl)cc1Cl	82.6	79.5	75.5	94.4
7	COc1ccc(OC)c(NC2=C(SCCc3ccccc3)C(=O)c3ccccc3C2=O)c1	94.5	82.2	77.0	64.7
8	COC(=O)[C@@H](NS(=O)(=O)N(c1ccc(F)cc1)C1CCN(C(=O)OC(C)(C)C)CC1)C(C)C	·	87.1	99.1	90.9
9	O=C(Cc1ccccc1)C(O)c1ccccc1 (stereo unspecified)	98.5	101.6	91.2	96.0
10	CCOC(=O)C[n+]1cc2ccccc2cn1	95.4	96.2	111.3	91.0

entry	DU-145	SF-268	SF-295	SF-539
1	112.7	97.0	101.1	103.8
2	106.4	102.0	106.8	102.0
3	-30.5*	-26.8*	-30.1*	-39.4*
4	106.8	101.8	103.9	106.2
5	93.5	99.5	72.3	102.4
6	92.7	71.5	78.4	107.7
7	92.2	84.6	92.2	85.7
8	105.6	98.3	106.2	104.3
9	89.5	100.5	110.6	55.5
10	112.1	111.7	·	105.2

# Retrieved by compound from the list above, six records:
entry	smiles	OVCAR-8	SNB-19	U251	PC-3
7	COc1ccc(OC)c(NC2=C(SCCc3ccccc3)C(=O)c3ccccc3C2=O)c1	94.5	82.2	77.0	64.7
9	O=C(Cc1ccccc1)C(O)c1ccccc1 (stereo unspecified)	98.5	101.6	91.2	96.0
6	Fc1cc(-c2nnc3sc(-c4ccc(Cl)cc4Cl)nn23)c(Cl)cc1Cl	82.6	79.5	75.5	94.4
2	CC1C(=O)OC2C1CCC1(C)C3(C)C(=O)C=CC213 (stereo unspecified)	105.7	94.6	·	100.8
4	CCCCCCCCCCCCCCCCC(=O)O	103.2	104.6	98.0	103.9
1	C=C(C)COc1ccc2c(c1)OCO2	103.8	99.5	101.1	100.0

entry	DU-145	SF-268	SF-295	SF-539
7	92.2	84.6	92.2	85.7
9	89.5	100.5	110.6	55.5
6	92.7	71.5	78.4	107.7
2	106.4	102.0	106.8	102.0
4	106.8	101.8	103.9	106.2
1	112.7	97.0	101.1	103.8

# Continued.
entry	smiles	OVCAR-8	SNB-19	U251	PC-3
11	CCCCCC1CCCCN1C(=O)OC (stereo unspecified)	102.1	98.9	103.3	98.1
12	O=C1/C(=C/c2ccccn2)Nc2cc3c(cc21)OCO3	94.6	96.8	100.8	87.1
13	O=C1CCC(C(=O)NCCNCCNC(=O)C2CCC(=O)N2)N1 (stereo unspecified)	·	98.3	97.7	78.5
14	O=C(/C=C/c1ccccc1)c1ccc2ccccc2c1	100.5	99.3	93.2	90.1
15	CC(C)(C)OC(=O)N1C/C(=C\c2ccc(F)cc2)C(=O)/C(=C/c2ccc(F)cc2)C1	-68.3*	-89.6*	-100.0*	-31.1*
16	CCOC(=O)C1CCC(OC(C)=O)C(OC2CC(C(=O)OCC)CCC2OC(C)=O)C1 (stereo unspecified)	115.8	107.2	101.5	87.9
17	CS(=O)(=O)c1ccc(N)cc1	99.1	108.4	103.1	96.4
18	O=Cc1c(-c2ccc(F)cc2)nc2sc(-c3c[nH]c4ccccc34)nn12	102.8	94.2	94.3	91.5
19	CN(CCCNC(=O)c1cccc(C(=O)O)c1)CCCNC(=O)c1cc(NC(=O)c2cc(NC(=O)c3cc(NC(=O)c4nc(NC(=O)[C@H](N)CCNC(=O)c5cc(NC(=O)c6cc(NC(=O)c7cc(NC(=O)c8nccn8C)cn7C)cn6C)cn5C)cn4C)cn3C)cn2C)cn1C	102.6	100.8	98.6	97.7
20	CCCCCCCCCCCCCCCCCC1=NC(CC)(CO)CO1 (stereo unspecified)	97.5	94.6	91.8	52.0

entry	DU-145	SF-268	SF-295	SF-539
11	114.6	105.2	127.3	103.7
12	110.6	99.8	101.1	101.1
13	109.5	100.5	100.3	102.0
14	104.5	94.8	106.6	99.2
15	10.0*	-46.1*	-75.1*	-98.3*
16	106.0	98.4	102.8	96.9
17	109.6	112.9	120.7	111.7
18	97.0	113.3	97.2	98.7
19	116.5	101.8	107.3	108.3
20	98.8	107.0	102.7	93.0

# Carrying on.
entry	smiles	OVCAR-8	SNB-19	U251	PC-3
21	COc1ccc(Cn2c(Br)c3c(c2Br)-c2nc(N)sc2CC3)cc1	41.0	66.9	36.5	56.6
22	COC1=CC(c2ccc[nH]2)=N/C1=C\c1[nH]c(C)c(C(=O)CCC(=O)NCCNC(=O)CC[C@H](NC(=O)c2ccc(NCc3cnc4nc(N)[nH]c(=O)c4n3)cc2)C(=O)O)c1C	68.9	95.1	90.0	98.2
23	N#Cc1c(-c2ccc(Cl)cc2)nc(SCC(=O)Nc2nc(-c3ccccc3)cs2)[nH]c1=O	91.1	92.8	95.9	82.3
24	Cc1ccc(C(=O)Nc2cccc3[nH]c(C(F)(F)F)nc23)cc1	86.6	86.4	75.5	·
25	CCCCC(CC)Cn1c(=O)cc(C)c2ccccc21 (stereo unspecified)	91.8	·	93.9	89.9
26	C=C1CCC2C3(C)COC(c4cccs4)OC3CCC2(C)C1C/C=C1/C(=O)CCC1OC(C)=O (stereo unspecified)	62.3	93.7	78.6	81.9
27	CNC(=O)c1cc(-c2ccc(NC(=O)Nc3ccc(N4CCOCC4)c(C(F)(F)F)c3)cc2)nc2cccnc12	49.9	58.8	43.7	52.1
28	Cc1ccc2c(c1)/C(=N/c1n[nH]c(=S)s1)C(=O)N2	91.0	92.6	83.9	84.3
29	COc1cc(OCc2cccc(-c3ccccc3)c2C)cc(OC)c1CN1CCCC[C@H]1C(=O)O	94.9	97.9	95.3	85.7
30	C[C@@H]1CN(c2cnc(C(=O)Nc3cc(F)cc4cccnc34)cn2)C[C@H](C)N1	61.1	92.4	76.6	21.2

entry	DU-145	SF-268	SF-295	SF-539
21	57.0	45.2	70.3	39.9
22	68.3	89.2	91.0	75.0
23	115.5	90.1	92.5	91.6
24	95.6	100.7	70.2	79.9
25	119.4	97.0	82.2	85.7
26	96.3	97.1	101.6	99.2
27	69.6	80.2	9.5*	30.1
28	100.4	78.4	92.2	100.9
29	105.7	100.9	98.5	93.0
30	84.1	88.1	100.6	94.7

# Continued:
entry	smiles	OVCAR-8	SNB-19	U251	PC-3
31	CCC(O)C(F)(F)C(F)(F)F (stereo unspecified)	104.1	100.6	97.3	97.9
32	COc1ccc2nc(Cl)c(-c3nnc(-c4ccccc4Cl)o3)nc2c1	99.8	90.3	100.1	93.6
33	O=C(Nc1ccc2c(c1)-c1ccccc1C2)C1CC(=O)N(c2ccc3c(c2)OCO3)C1 (stereo unspecified)	28.5[50 µM]	46.4[50 µM]	19.0[50 µM]	33.1[50 µM]
34	O=C(c1cc(-c2ccc(F)cc2)c2sc(=O)[nH]c2n1)N1CCOCC1	96.8	105.3	97.5	75.8
35	CN1CCC(N)=NC1=O	100.2	·	100.8	88.2
36	COc1cc(NC(=O)CSc2nnc(-c3ccc4nc(-c5ccccc5)[nH]c4c3)o2)cc(OC)c1OC	83.7	114.0	98.9	98.3
37	CCC(=O)c1c(C)[nH]c(C)c1C	85.1	94.0	82.5	79.9
38	O=C(CCCCCCN1CC(=O)N2[C@@H](c3cccc(Br)c3)c3[nH]c4ccccc4c3C[C@H]2C1=O)NO	24.9	38.0	25.0	32.8
39	CC1(C)COC(c2ccc(CC(Cc3ccc(C4(C(C)(C)C)OCC(C)(C)CO4)cc3)C(=O)O)cc2)(C(C)(C)C)OC1	44.8	46.2	26.2	31.4
40	COc1ccc(/C=C/C(=O)C(=O)/C=C/c2ccc(OC)c(OC)c2)cc1OC	19.5	33.1	6.4*	43.6

entry	DU-145	SF-268	SF-295	SF-539
31	111.5	105.4	99.6	98.8
32	107.8	99.7	108.7	98.5
33	52.1[50 µM]	69.2[50 µM]	47.0[50 µM]	-60.7*[50 µM]
34	102.5	97.0	88.8	97.0
35	111.3	93.7	96.5	98.5
36	94.0	98.6	97.0	90.8
37	0.9*	90.7	68.3	104.6
38	24.2	24.9	15.6	32.2
39	47.5	61.8	·	45.3
40	22.5	13.2	73.8	6.6*

# Next section.
entry	smiles	OVCAR-8	SNB-19	U251	PC-3
41	Oc1c(Cl)cc(Cl)cc1C1N2CCCCC2C2c3cccn3-c3ccccc3N21 (stereo unspecified)	100.4	100.0	97.0	96.9
42	COc1ccc(/C=C2/N=C(NNC(=O)c3ccccn3)N(c3ccccc3)C2=O)cc1	91.9	92.7	95.2	83.0
43	O=C(Nc1ccc(C2=NCCN2)cc1)c1ccc(Br)c(C(=O)Nc2ccc(C3=NCCN3)cc2)c1	99.3	103.9	102.6	83.7
44	Cc1cc(C)c(CN)cc1CN	107.8	103.0	97.0	97.7
45	COC(=O)c1cc(C(C)=O)n2c3ccccc3c3ccccc3c12	50.5	42.9	80.6	56.5
46	O=c1[nH]nc2c3[nH]cnc3ncn2c1=O	107.5	103.3	103.1	100.8
47	CN(Cc1ccccc1)C(=O)OCCO	115.3	97.0	109.2	104.5
48	CC(=O)c1cccs1	102.2	101.9	100.6	98.3
49	Clc1ccc2c(NCCCNc3nccc(Nc4ccc(Br)cc4)n3)ccnc2c1	-65.2*	-8.3*	-98.3*	-33.4*
50	O=C1CC(Cc2coc(-c3ccc(Cl)cc3)n2)C(=O)N1c1ccccc1 (stereo unspecified)	98.3	100.3	90.2	83.3

entry	DU-145	SF-268	SF-295	SF-539
41	105.1	104.2	95.9	102.9
42	108.4	95.7	·	96.7
43	111.8	109.7	100.8	110.5
44	107.7	105.6	98.6	106.5
45	67.0	59.5	56.0	28.5
46	105.4	108.3	103.5	101.4
47	104.7	94.5	98.6	98.0
48	109.0	102.8	97.3	95.6
49	9.8*	-84.3*	-84.9*	-93.1*
50	99.0	93.3	87.5	94.4

# Additional records:
entry	smiles	OVCAR-8	SNB-19	U251	PC-3
51	COC1=CC(n2cccc2)=N/C1=C\c1[nH]c(C)c(C(=O)OCc2ccccc2)c1C	87.4	106.2	93.8	82.0
52	COc1ccc2c(c1)N(CCO)C1=C(C(=O)OC1)C2c1ccccc1 (stereo unspecified)	29.6	41.1	20.9	27.1
53	CCOC(=O)c1c(C)oc2ncnc(Nc3ccc(F)cc3)c12	106.0	91.4	98.0	111.0
54	Cc1[nH]c(C2CC(c3ccc(C(F)(F)F)c(F)c3)=NN2C(=O)C2CCC2)c(C)c1C(=O)NCC(F)(F)F (stereo unspecified)	69.7	81.2	79.2	61.4
55	O=C(CN1CCN(c2cc(=O)n(-c3ccccc3)c3ccccc23)CC1)Nc1ccccc1[N+](=O)[O-]	68.0	82.8	82.1	50.7
56	Clc1ccc(-n2c(SCCc3c[nH]c4ccccc34)nnc2-c2ccncc2)cc1	82.1	78.9	83.8	64.2
57	CCCCOC(=O)CCN1CCN(c2ccccc2C)CC1	102.9	98.7	98.4	99.6
58	NC(N)=Nc1nc2ccccc2[nH]1	103.9	103.1	76.9	81.8
59	COc1ccc(CSC(=N)N)cc1OC	87.6	108.8	99.6	83.8
60	Cc1ccc(NCc2ccc(Oc3ncnc4ccccc34)cc2)cc1	101.1	95.4	87.9	96.9

entry	DU-145	SF-268	SF-295	SF-539
51	95.3	95.5	96.4	·
52	16.4	51.2	-11.6*	2.7*
53	101.1	98.5	·	93.6
54	97.7	85.9	49.2	93.3
55	84.8	83.1	67.8	88.8
56	100.3	84.9	76.2	93.0
57	106.5	98.6	96.8	99.3
58	114.2	101.1	115.3	105.0
59	101.3	97.0	99.3	97.1
60	99.7	84.9	94.9	74.4

# Going on with the list:
entry	smiles	OVCAR-8	SNB-19	U251	PC-3
61	CC(=O)Oc1cc(C(=O)N[C@@H](Cc2ccccc2)C(O)C(=O)NCc2ccccc2)cc(OC(C)=O)c1OC(C)=O (stereo partly specified)	102.0	95.3	105.7	96.4
62	Cc1ccc(C(=O)c2ccc(CC(=O)NNC(=O)Nc3c(Cl)cccc3Cl)n2C)cc1	90.5	82.3	88.3	89.5
63	Cn1cc(/C=C2\SC(=S)N(CCCC(=O)NCCc3ccc(O)cc3)C2=O)c2ccccc21	86.1	76.4	87.2	·
64	COc1ccc2[nH]cc(/C=C(\C#N)C(=O)N3c4ccccc4Sc4ccc(SC)cc43)c2c1	61.9	91.1	73.1	39.9
65	O=C(O)/C=C(\c1nc(-c2ccccc2)c(-c2ccccc2)[nH]1)c1cc(Cl)ccc1O	105.0	102.8	100.3	91.1
66	COc1ccc(-c2nc3cc(Cl)c(Cl)cc3n2CC(=O)N=Nc2c(O)[nH]c3ccccc23)cc1	78.4	91.3	71.0	76.1
67	O=S(=O)(NCCNc1nccc(-c2c(-c3ccc(O)cc3)nc3sccn23)n1)c1ccc(F)cc1	100.3	102.9	100.8	93.9
68	COc1ccc(CC2(c3ccccc3)NC(=O)NC2=O)cc1 (stereo unspecified)	105.8	93.0	93.5	·

entry	DU-145	SF-268	SF-295	SF-539
61	105.0	97.7	106.0	107.1
62	107.6	90.9	100.6	98.0
63	73.0	61.7	94.3	82.8
64	85.1	71.0	79.4	87.7
65	102.8	92.2	99.8	94.0
66	-11.4*	64.4	79.4	13.7
67	107.9	99.6	·	102.5
68	109.0	106.3	90.4	102.5

# High-throughput results: PubChem, NCI
